Source: PubChem
A350 fluor: A350 region autofluorescence; AID 590; Compound autofluorescence, 340/450 nm, Alexa 350 dye-equivalents; hits give high values; 59,000 tested, 11% active; max dye-equivalent concentration, M; in the data active means max dye-equivalent concentration above about 10 nM; inconclusive means mostly about 1.1 nM to 9.6 nM
Casp7 inh: allosteric or competitive inhibitors of human caspase-7. P55210. recombinant caspase-7, Ac-DEVD-AFC fluorescence rate. Potency, µM (top dose mostly 57.5 µM), without a hit: top-dose activity change, negative = inhibition, actives largely listed as inhibitors. 75,000 tested, 0.02% active. AID 889; active means well fitted inhibition curve with a large enough effect in the main read-out, with a control signal flat, not every such curve was filed as active; inconclusive means small, poorly fitted or top-dose-only effect, or a change in a side signal; further: potency means the concentration at half of the fitted maximal effect; % of control where 0% means no effect
HEK293 cAMP cs: counter-screen for TSHR agonists: cAMP increase in parental HEK293 | parental HEK293 CNG cAMP sensor, membrane potential fluorescence | Potency, µM (top dose mostly 57.1 µM), without a hit: at the top dose activation, most hits filed as activators | 73,000 tested, 2.5% active | AID 938; further: potency means the concentration at half of the fitted maximal effect; % of control where 0% means no effect; nearly all actives have a fitted effect of over 55% in size
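Counterscreen for endogenous-receptor signalling: CNG-channel HEK 293 cells report cAMP rise by membrane depolarization. After 60 min dye equilibration with 100 uM RO 20-1724, compounds incubated 30 min before bottom-read fluorescence at 590 nm.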
CRE Fsk mod: alters forskolin-stimulated CRE reporter signaling in CHO cells. CHO CRE-bla reporter (cAMP response element driving beta-lactamase), forskolin EC10, beta-lactamase ratio. 71,000 tested, 2.5% active. Potency, µM (highest dose often 38.2 µM), for the others: at the highest dose activity change, negative = inhibition, hits mostly activators; active means well fitted activation curve with a large enough effect in the signal ratio, with a control signal flat, not every such curve was filed as active; inconclusive means small, poorly fitted or top-dose-only effect, or effect the other way, or a change in a side signal; the % refers to the signal ratio; further: potency means the concentration at half of the fitted maximal effect; % of control where 0% means no effect
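Titrated compounds plus EC10 NKH 477 on CHO CRE-bla cells, 3 h, 37 °C. CCF4, 2 h RT. Ratio 460/530 nm → AC50.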
BRCT PPI green: inhibitors of human BRCA1 BRCT-phosphoprotein interaction (green fluorophore) | P38398 | BRCA1 BRCT-phosphopeptide binding, green fluorescence polarization | Potency, µM (highest dose often 76.9 µM), inactives show at the highest dose activity change, negative = inhibition, actives largely listed as inhibitors | 75,000 tested, 0.05% active;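 further: potency means the concentration at half of the fitted maximal effect; plate controls were peptide without protein for full effect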
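Compounds were incubated for 12 min at room temperature with a complex of 100 nM fluorescein-tagged pBACH1 decapeptide and 250 nM His-tagged BRCT protein. Buffer was phosphate pH 7.3 with EDTA, DTT and Tween 20. Disruption of binding lowers the polarization signal.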
Tau fil binding: binders of human tau filaments; P10636; recombinant tau filaments, thioflavin S fluorescence, 15 h; filaments grown with octadecylsulfate alongside compound; Potency, µM (top dose mostly 57.1 µM), for the others: at the top dose activity change, negative = inhibition; 71,000 tested, 2% active; AID 596;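 further: potency means the concentration at half of the fitted maximal effect; on the % scale 0 is the no-effect control and ±100 the full control effect; actives lower thioflavin S fluorescence by blocking filaments or displacing dye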
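Recombinant tau protein (human, 1 uM final) plus 30 uM ODS in HEPES pH 7.4 with NaCl, DTT and thioflavine S. Compound present from the start; fluorescence at 510 nm after 15 h, 37 C.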
BRCT inh red: disrupts BRCA1 BRCT binding to phosphoprotein, red fluorophore readout; Potency, µM (highest dose often 76.9 µM), for the others: top-dose activity change, negative = inhibition, actives largely listed as inhibitors; P38398; BRCT-phosphopeptide binding, red fluorescence polarization; 75,000 tested, 0.03% active; further: on the % scale 0 is the no-effect control and ±100 the full control effect
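Rhodamine-labelled pBACH1 10-mer (100 nM) bound to BRCT domain (100 nM) at pH 7.3; compounds incubated 12 min room temperature, polarization read. Free peptide defines full inhibition; unlabelled decapeptide titrated as control.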
Casp1 inh: allosteric or competitive inhibitors of human caspase-1; Caspase-1 enzyme, Ac-WEHD-AFC fluorogenic rate; Potency, µM (highest dose often 57.5 µM), without a hit: top-dose activity change, negative = inhibition, hits mostly inhibitors; 75,000 tested, 0.03% active;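 further: potency means the concentration at half of the fitted maximal effect; plate controls were vehicle for no effect and no substrate for full effect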
Target sequence (P29466 120-297 limits assumed): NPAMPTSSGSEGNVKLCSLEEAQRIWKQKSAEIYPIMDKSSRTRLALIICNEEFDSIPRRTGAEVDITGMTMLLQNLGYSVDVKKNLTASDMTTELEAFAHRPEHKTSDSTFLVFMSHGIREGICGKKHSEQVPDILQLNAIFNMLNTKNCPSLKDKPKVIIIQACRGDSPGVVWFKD
Target sequence (P29466 317-404 limits assumed): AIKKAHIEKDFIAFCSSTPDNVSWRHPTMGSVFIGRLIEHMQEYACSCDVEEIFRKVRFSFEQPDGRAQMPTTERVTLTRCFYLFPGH
Luciferase inh: inhibitors of firefly luciferase | AID 411 | Potency, µM (titrated, usually from 57.1 µM), for inactives: at the top dose activity change, negative = inhibition, hits mostly inhibitors | P08659 | purified firefly luciferase, luminescence, 8 min | 72,000 tested, 2.2% active; further: potency means the concentration at half of the fitted maximal effect; on the % scale 0 is the no-effect control and ±100 the full control effect; nearly all actives have a fitted effect of over 40% in size
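Compounds were tested as concentration series (qHTS) against purified P. pyralis luciferase with luciferin and 10 uM ATP in 50 mM imidazole pH 7.2, 50 mM KCl, 7 mM MgCl2, 0.01% Tween 20, 0.05% BSA. Luminescence was read after 8 min at ambient temperature.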
USP2a inh: inhibitors of human ubiquitin-specific protease USP2a; O75604; USP2a enzymatic assay, qHTS inhibition; 60,000 tested, 0.1% active; Potency, µM (series often up to 38.3 µM), for inactives: top-dose activity change, negative = inhibition, most hits filed as inhibitors;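 further: potency means the concentration at half of the fitted maximal effect; nearly all actives have a fitted effect of over 60% in size; plate controls were DMSO for no effect and NEM full inhibition control for full effect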
Target sequence (O75604 whole entry, looked up): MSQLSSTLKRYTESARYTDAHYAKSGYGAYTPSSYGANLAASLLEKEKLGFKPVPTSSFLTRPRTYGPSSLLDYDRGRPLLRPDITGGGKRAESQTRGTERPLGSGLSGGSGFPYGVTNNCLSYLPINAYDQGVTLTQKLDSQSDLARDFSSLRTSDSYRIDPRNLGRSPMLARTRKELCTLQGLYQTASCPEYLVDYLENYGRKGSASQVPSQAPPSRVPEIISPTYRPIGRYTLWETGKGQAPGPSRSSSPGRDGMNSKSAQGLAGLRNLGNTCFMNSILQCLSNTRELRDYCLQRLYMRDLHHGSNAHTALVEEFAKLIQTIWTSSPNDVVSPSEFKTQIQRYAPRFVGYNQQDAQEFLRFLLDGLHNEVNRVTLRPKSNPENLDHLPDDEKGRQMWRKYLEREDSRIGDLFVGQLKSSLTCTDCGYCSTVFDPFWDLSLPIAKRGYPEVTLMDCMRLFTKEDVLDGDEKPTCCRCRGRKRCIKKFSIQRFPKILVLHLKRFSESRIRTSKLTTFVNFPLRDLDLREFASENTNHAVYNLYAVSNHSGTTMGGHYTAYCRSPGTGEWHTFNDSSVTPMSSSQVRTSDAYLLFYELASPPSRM
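USP2 core (20 nM final) was preincubated with compound for 30 min at RT in 20 mM Tris-HCl pH 8.0, 2 mM CaCl2, 2 mM beta-mercaptoethanol; Ub-PLA2 (20 nM) plus NBD C6-HPC (20 uM) then added, fluorescence read after 2.5 h.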
ERK AVP block: inhibitors of vasopressin-stimulated ERK signaling pathway | HEK293-V1b, vasopressin-stimulated pERK AlphaScreen | Potency, µM (series often up to 57.5 µM), for inactives: at the highest dose activity, negative = inhibition, actives largely listed as inhibitors | 72,000 tested, 0.99% active | AID 995; further: potency means the concentration at half of the fitted maximal effect; on the % scale 0 is the no-effect control and ±100 the full control effect; nearly all actives have a fitted effect of over 55% in size
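qHTS, compounds titrated on V1b-expressing HEK293 cells. Preincubation 30 min at 37C, vasopressin 25 nM for 5 min, lysis 10 min, bead incubation 5 hr at room temperature.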
Starred values were filed as active, the others as inactive; i = inactive; u = inconclusive; x = not tested or not shown; [ ] = remark or other dose. Unless noted, the call rests on the fitted dose curve; in most records, active means well fitted curve in the direction sought with a large enough effect; inconclusive means small, poorly fitted or top-dose-only effect, or another doubt; inactive means no such curve, though single readings can be large; an effect the other way counts as inactive or inconclusive.

Structure | A350 fluor | Casp7 inh | HEK293 cAMP cs | CRE Fsk mod | BRCT PPI green | Tau fil binding | BRCT inh red | Casp1 inh | Luciferase inh | USP2a inh | ERK AVP block
OC1CCCN(Cc2cccc3ccccc23)C1 (stereo unspecified) | x | 1% | 10%[11.4 µM] | u | -0.3% | -7%[11.4 µM] | 0.3% | -1% | 0% | 6%[7.66 µM] | -11%
CC(C)CCn1c(CN2CCN(Cc3ccccc3)CC2)nc2c1c(=O)n(C)c(=O)n2C | i | 0% | 29% | u | -2.7% | -2% | -0.5% | -2% | 0% | 36%[activator] | 1%
O=C1CCCC(=NCc2ccco2)C1 | u | -8% | 3% | -4% | -1.4% | 9% | 0.8% | -4% | 1% | 6% | 8%
CC1=C(C(=O)Nc2ccc(C)cc2)C(c2ccc(N(C)C)cc2)NC(=O)N1 (stereo unspecified) | x | -2% | -10% | -5% | 2.8% | -16% | 0.8% | 1% | 1% | 5% | -24%
N#CC(C(=O)Nc1cccc(Cl)c1)=C1Nc2ccccc2N1 | i | -2% | -27% | 14% | -5.7% | i | -2.4% | -2% | 2% | 23% | -15%
CCOc1ccc2nc(NC(=O)C(CCSC)NS(=O)(=O)c3cccs3)sc2c1 (stereo unspecified) | u | -2% | 6% | 26% | 0.0% | 254% | -2.4% | -4% | -1% | -8% | u
O=C(CCn1c(=O)oc2ccccc21)Nc1nccs1 | i | 1% | 3% | -21% | -4.1% | -12% | -1.1% | 0% | -12% | 6% | 11%
Cc1ccc(-c2nn3c(C)nnc3s2)cc1NCc1c(F)cccc1Cl | 1.6e-08M* | -4% | u | u | 0.0% | 204% | -1.1% | -7% | 1% | 17% | -2%
c1ccc(-c2nc[nH]c2-c2ccccc2)cc1 | i | -1% | 1% | -8% | -4.1% | -11% | -1.0% | 0% | 4% | -5% | 4%
Cc1nc2cc(NC(=O)COc3ccc(C#N)cc3)ccc2n1-c1ccccc1 | i | 0% | 20% | -2% | -0.3% | 26% | 0.0% | -2% | -2% | 30%[activator] | -26%
Cn1c(CSc2nc3ccc(Br)cc3[nH]2)nc2ccccc21 | x | -6% | 12% | u | -2.8% | 64% | 0.2% | -5% | -6% | 38%[activator] | 20µM*
O=C(O)/C=C\C(=O)Nc1ncn[nH]1 | i | 0%[11.5 µM] | 3%[11.4 µM] | 7%[7.6 µM] | -0.3%[15.4 µM] | 6%[11.4 µM] | 0.6%[15.4 µM] | -2%[11.5 µM] | 3%[11.4 µM] | x | 11%[11.5 µM]
Cc1ccc(C(=O)Nc2ccccc2C(=O)NCc2ccco2)cc1S(=O)(=O)N1CCCCC1 | i | -2% | 27% | u | 0.2% | 50% | 0.1% | -3% | -1% | 42%[activator] | -11%
CCCCOc1ccc(NC2=NC3(CCCC3)N=C(N)N2)cc1 | i | 0% | -4% | 1% | -1.7% | 38% | 0.0% | 1% | 2% | -3% | u
CCC/C=C(\CCC)C(NS(=O)(=O)c1cccc2cccnc12)c1ccc(-c2ccccc2)cc1 (stereo unspecified) | x | 0% | -3% | 2% | -4.9% | -5% | -2.2% | 4% | x | x | 24%
C=C(C)C(O)/C=C/c1ccc(Br)cc1 (stereo unspecified) | x | -2%[11.5 µM] | 14%[11.4 µM] | x | -0.2%[15.4 µM] | x | -0.7%[15.4 µM] | -2%[11.5 µM] | x | x | -3%[11.5 µM]
FC(F)(F)c1ccccc1-c1ccc2ncnc(NCc3cccs3)c2c1 | i | -10% | 10µM* | -4% | 0.9% | 15% | 0.6% | -4% | 1%[2.29 µM] | 131%[activator] | -26%
CN(C)c1nc2n(c(=O)n1)CCO2 | i | -1% | -1% | u | -3.1% | 50% | 0.5% | 1% | 0% | 2% | -6%
CC(C)N1C(=O)C2C(C(=O)NCc3ccccc3)C3C=CC2(O3)C1C(=O)NC(C)(C)C (stereo unspecified) | i | 0% | -2% | u | -2.7% | 12% | -1.1% | 2% | 1% | 4% | -16%
CCCCc1nc(SCC(=O)Nc2ccc(S(N)(=O)=O)cc2)n[nH]1 | i | 0% | 0% | -11% | -0.7% | 2% | 0.6% | -1% | 0% | -10% | -1%
CC1CC(C)CN(c2ncc3c(n2)CC(c2ccccc2Cl)CC3=O)C1 (stereo unspecified) | u | -1% | 26% | u | -4.0% | 33% | 0.5% | -1% | 4% | 5% | 12%
COc1ccc(Cn2nnnc2C(c2ccccc2)N2CCN(C3CCCC3)CC2)cc1 (stereo unspecified) | i | -2% | 35% | -11% | 0.0% | -8% | -0.2% | 0% | 4% | x | -3%
C/C(Cl)=C/Cn1c(NCCCn2ccnc2)nc2c1c(=O)[nH]c(=O)n2C | i | 2% | 2% | -1% | -1.3% | -2% | -1.5% | 1% | -1% | -2% | -27%
O=C(C1CCN(S(=O)(=O)c2cccc3nsnc23)CC1)N1CCCc2ccccc21 | 1.2e-08M* | 0% | -2% | -18% | 0.5% | u | 0.6% | -2% | 0% | 26% | 32%
COc1cccc(NS(=O)(=O)c2ccc(S(=O)(=O)N3CCOCC3)cc2)c1 | u | 0% | 1% | 6% | -0.3% | -7% | -2.5% | 1% | 1% | 5% | -2%
Cc1nnc2sc(-c3ccc(NC(=O)CSc4ccc(Cl)cc4)cc3)nn12 | u | -7% | 6% | u | 0.0% | 135% | -2.3% | -7% | 0% | 56%[activator] | -19%
CCOCCCN(C(=O)Cn1nnc2ccccc21)C(C(=O)NCc1ccco1)c1ccncc1 (stereo unspecified) | i | -2% | -7% | 3% | -3.3% | 3% | 0.3% | -4% | -1% | 8% | 20%
C[n+]1ccccc1/C=N\O | i | -2%[25.7 µM] | 5%[25.6 µM] | -1%[17.1 µM] | 0.5%[34.4 µM] | -11%[25.6 µM] | 0.0%[34.4 µM] | -2%[25.7 µM] | 4%[25.5 µM] | 0%[17.1 µM] | 3%[25.7 µM]
COC(=O)[C@H](CCSC)NC(=O)C/C=C\[C@@H](C)[C@@H](CO)OC | x | 0%[11.5 µM] | u | x | 0.0%[15.4 µM] | x | 1.7%[15.4 µM] | -1%[11.5 µM] | 1%[11.4 µM] | x | 11%[11.5 µM]
COC(=O)c1ccccc1NC(=O)c1cc(C2CC2)on1 | x | -5% | 11% | 6% | -1.4% | 42% | -1.6% | -3% | -4% | x | -1%
COc1ccc(-c2noc(CCC(=O)NCCCN3CCC(Cc4ccccc4)CC3)n2)cc1 | i | 1% | 20% | u | -1.6% | 114% | -0.6% | -3% | -1% | 29% | 6%
Cc1ccc2c(c1)nnn2C1CCN(CC(=O)NCCc2nc3ccccc3[nH]2)CC1 | i | -1% | 3% | -2% | 0.2% | 1% | 0.5% | -5% | -1% | 17% | 7%
COc1ccc(CNC(=O)c2ccc(NC(=O)C3CCCO3)cc2)cc1 (stereo unspecified) | i | 0% | -2% | -3% | -0.3% | -11% | 1.8% | 2% | 1% | 0% | 18%
Cc1cc(=O)n2nc(N3CCCC(C(=O)N4CCOCC4)C3)sc2n1 (stereo unspecified) | i | -3% | 1% | u | -4.1% | 6% | 0.4% | 0% | 1% | -2% | -23%
Cc1ccc(NC(=O)CSc2nnc(COc3ccc(C#N)cc3)n2-c2ccccc2)cc1C | i | -4% | -1% | 0% | 0.6% | 27% | -0.5% | -1% | 0% | 22% | 22%
CC(N=Cc1cccc(O)c1O)c1ccccc1 (stereo unspecified) | x | -22% | -2% | -17% | -1.0% | 13µM* | 1.4% | -12% | -7% | 37%[activator] | -17%
COc1ccc(C(C)N2CC34C=CC(O3)C(C(=O)OCC(C)C)C4C2=O)cc1 (stereo unspecified) | x | 0% | 2% | -1% | -1.9% | 8% | 0.1% | -4% | 4% | x | 17%
NC1(C(=O)NC2(C(=O)O)CCCC2)CCCC1 | i | -1%[11.5 µM] | 3%[11.4 µM] | 2%[7.6 µM] | -0.5%[15.4 µM] | -4%[11.4 µM] | -1.4%[15.4 µM] | -2%[11.5 µM] | 0%[11.4 µM] | x | -3%[11.5 µM]
C=CCN(CC(=O)NCC1CCCO1)C(=O)CCC(=O)Nc1cc(C)on1 (stereo unspecified) | i | 2% | 5% | -3% | -1.6% | 8% | -1.5% | -1% | 0% | -4% | 20%
O=C(CN1CCN(c2ccccn2)CC1)N1c2ccccc2Sc2ccc(C(F)(F)F)cc21 | i | -4% | u | -12% | 0.7% | -17% | -0.8% | -3% | 2% | 25% | -17%
Cc1ccc(SCc2cc(=O)n3[nH]c(C)nc3n2)cc1 | i | -1% | 11% | -9% | 0.3% | 0% | 1.7% | -2% | 0% | -6% | -8%
CCOc1ccc(NC(=O)C2CC(=O)N(C)C(=Nc3ccc4c(c3)OCO4)S2)cc1 (stereo unspecified) | i | 3% | -15% | -2% | -1.2% | -3% | -0.4% | 0% | 2% | x | -8%
CC(=Nc1ccc2c(c1)nc(CO)n2C)C1=C(O)CC(C)(C)CC1=O | u | -14% | 2% | u | -1.8% | -3% | 0.2% | -13% | -2% | -1% | -12%

Hits appear at their usual frequency. Share with any hit: about 16%.
